Bioassay records deposited in PubChem by several laboratories.
TPT1 inh – blocks Candida albicans tRNA 2'-phosphotransferase; recombinant caTPT1, FP RNA substrate dephosphorylation; actives 0.81% (n = 300,000); AID 1962; inhibition, % at 5 µM;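 active = inhibition above the mean of all tested compounds plus 3 SD, set per screening campaign, cut at about 24% in these data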;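 note: plate controls were DMSO alone for no effect and ferristatin control at 100 nM for full effect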
PP5 inh – PP5 (human) phosphatase inhibition; AID 1987; actives 0.18% (n = 320,000); purified PP5c, OMFP substrate fluorescence; P53041; inhibition, % at 6.7 µM;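 active = inhibition above the campaign's mean inhibition across all tested compounds plus 3 SD, cut at about 9.5% in these data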;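 note: 0% = DMSO only and 100% = 100 µM cantharidin control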
PP1 counter – blocks human PP1-alpha phosphatase, a PP5 counter-screen; P62136; purified PP1alpha, OMFP fluorescence; inhibition, % at 6.7 µM; actives 0.9% (n = 320,000);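 active = inhibition above the mean inhibition of all tested compounds plus 3 SD, computed separately for each screening campaign, cut at about 15% in these data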
Target sequence (P62136 whole entry, looked up): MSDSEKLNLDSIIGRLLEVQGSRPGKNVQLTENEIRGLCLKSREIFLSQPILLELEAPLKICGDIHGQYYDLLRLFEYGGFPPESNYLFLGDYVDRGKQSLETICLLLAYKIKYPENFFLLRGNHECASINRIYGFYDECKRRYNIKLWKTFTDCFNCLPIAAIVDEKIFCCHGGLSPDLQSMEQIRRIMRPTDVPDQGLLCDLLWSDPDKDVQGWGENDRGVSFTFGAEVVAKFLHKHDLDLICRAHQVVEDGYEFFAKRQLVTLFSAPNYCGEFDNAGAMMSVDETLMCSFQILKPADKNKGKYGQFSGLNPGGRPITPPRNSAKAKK
Efflux pump mplx – inhibitors of Candida antifungal efflux pumps expressed in yeast. inhibition, % at 10 µM. actives 0.44% (n = 330,000). S. cerevisiae Candida pump triplex, Nile Red efflux;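 active = plate passing quality check with inhibition over a set limit, or well fluorescence over plate mean plus 4 SD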;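 note: Nile Red retained in pooled yeast measured as flow cytometry median fluorescence; 0% = buffer negative control and 100% = Enniatin B positive control; higher means more Nile Red kept so more efflux inhibition; some compounds called inactive have numbers as strong as hits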
LYPLA2 counter – counter-screen for PME1 inhibitors: inhibitors of human LYPLA2. inhibition, % at 5.9 µM. recombinant LYPLA2, FP-Rh probe fluorescence polarization. O95372. actives 0.38% (n = 320,000). AID 2177;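 active = inhibition above the screen-wide mean plus 3 SD, limit set per campaign, cut at about 26% in these data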;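 note: 0% = LYPLA2 with DMSO and 100% = wells lacking LYPLA2 enzyme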
GASC-1 inh – blocks human GASC-1 demethylase activity | GST-JMJD2C(1-420) H3K9me3 demethylation, DELFIA europium | actives 0.069% (n = 330,000) | inhibition, % at 2.35 µM;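 active = more than half of a compound's replicate wells show inhibition beyond 50%, single wells judged on their own value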;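 note: signal counts dimethyl H3K9 product captured on neutravidin plate; 0% = median of DMSO wells and 100% = 0.3 times that DMSO median; strong numbers were not always called active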
core dimer inh – HCV core protein dimerization inhibition. TR-FRET GST/Flag-core106 dimerization, 1536-well. inhibition, % at 5 µM. actives 0.33% (n = 300,000). AID 1899;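 active = inhibition above the mean of all tested compounds plus 3 SD, set per screening campaign, cut at about 45% in these data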
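Material: Tagged HCV core106 pair (GST and Flag) | Amount: GST-core106 13.5 nM, Flag-core106 17 nM | Medium: KF-containing HEPES buffer, pH 7.45, DTT, CHAPS, BSA | Reagent: Eu donor and XL665 acceptor anti-tag antibodies | Schedule: 4 h at 22.5 °C | Technique: Time-resolved FRET, ex 340 nm, em 617 and 671 nm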
PREPL inhibitor – human PREPL enzyme inhibition; Q4J6C6; recombinant PREPL, fluorescence polarization activity-based probe; inhibition, % at 5.96 µM; actives 0.68% (n = 320,000); AID 2751; in the data active = inhibition above about 43%;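 note: 0% = enzyme with DMSO and 100% = wells lacking enzyme; many of its hits are not listed in these tables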
Target sequence (Q4J6C6 whole entry, looked up): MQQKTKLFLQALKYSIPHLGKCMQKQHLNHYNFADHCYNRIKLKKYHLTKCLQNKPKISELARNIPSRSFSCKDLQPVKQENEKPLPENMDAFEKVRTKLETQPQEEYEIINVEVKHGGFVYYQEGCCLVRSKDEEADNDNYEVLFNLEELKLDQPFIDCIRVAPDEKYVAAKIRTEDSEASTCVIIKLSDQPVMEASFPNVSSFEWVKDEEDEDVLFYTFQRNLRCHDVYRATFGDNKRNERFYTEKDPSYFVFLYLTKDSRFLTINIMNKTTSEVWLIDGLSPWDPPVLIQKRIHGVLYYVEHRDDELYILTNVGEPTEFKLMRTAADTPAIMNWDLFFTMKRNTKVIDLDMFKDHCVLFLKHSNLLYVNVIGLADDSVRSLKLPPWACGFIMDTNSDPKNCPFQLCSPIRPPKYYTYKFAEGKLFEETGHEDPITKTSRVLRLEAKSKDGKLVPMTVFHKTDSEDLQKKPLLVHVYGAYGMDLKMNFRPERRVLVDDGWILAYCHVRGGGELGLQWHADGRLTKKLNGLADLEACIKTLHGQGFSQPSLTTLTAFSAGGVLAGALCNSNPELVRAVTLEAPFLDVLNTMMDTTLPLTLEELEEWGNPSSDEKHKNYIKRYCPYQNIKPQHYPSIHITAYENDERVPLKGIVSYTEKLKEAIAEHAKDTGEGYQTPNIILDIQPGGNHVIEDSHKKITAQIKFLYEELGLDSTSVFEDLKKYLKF
Fh CTSL1 inh – cathepsin L1 inhibition, PFM18AAP counter-screen | recombinant F. hepatica cathepsin L1, Z-Leu-Arg-MCA fluorescence | inhibition, % at 5.96 µM | actives 0.49% (n = 300,000);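 active = inhibition above the mean of all tested compounds plus 3 SD, set per screening campaign, cut at about 17% in these data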;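 note: 0% = plate median of test compound wells and 100% = 1 µM Z-Phe-Ala-diazomethylketone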
* marks the source's active call; other numbers are inactive results; . = no result given. Not all compounds are listed; count on the stated rates, not on these rows.

SMILES | TPT1 inh | PP5 inh | PP1 counter | Efflux pump mplx | LYPLA2 counter | GASC-1 inh | core dimer inh | PREPL inhibitor | Fh CTSL1 inh
O=C(CC1CCCCC1)Nc1ccccc1-c1ccccc1 | -1 | -0.5 | -2 | 0.0 | 5 | -16 | 11 | 1 | 1
O=C(NC1CCCc2ccccc21)C1CCCC1 (stereo not given) | -2 | 0.1 | 4 | 0.0 | -6 | 14 | -3 | -7 | -4
CCCN1CCC(=O)N([C@H](CO)Cc2ccccc2)CC1 | -2 | -0.7 | -4 | -0.1 | -4 | -9 | -2 | 10 | -1
COc1ccc(-c2cc(-c3nnc(COC(=O)C4CC4C)o3)c3ccccc3n2)cc1OC (stereo not given) | -3 | 0.3 | 1 | 0.1 | -8 | 13 | -5 | -1 | -10
Cc1ccc2nc(-c3ccc(N4C(=O)CC(N5CCN(CCO)CC5)C4=O)cc3)sc2c1 (stereo not given) | -2 | -1.4 | -3 | 0.2 | 0 | -2 | -9 | 6 | 3
FC(F)(F)c1nc(-c2cccs2)ncc1-c1nnnn1-c1ccc(Cl)cc1 | 0 | 5.8 | 2 | 0.1 | -10 | 6 | 12 | -14 | 4
Cc1ccc(C(=O)C2=C(O)C(=O)N(Cc3cccnc3)C2c2cccc(Oc3ccccc3)c2)o1 (stereo not given) | -1 | -0.6 | 45* | -2.8 | -3 | -4 | 23 | 4 | -1
CC(C)Oc1ccc(CCc2n[nH]c(=S)n2-c2ccccc2)cc1 | 4 | -2.9 | -2 | 0.1 | 0 | -7 | 9 | 0 | -6
Cc1ccccc1N(C(=O)c1csnn1)C(C(=O)NC1CCCC1)c1ccncc1 (stereo not given) | -2 | 2.6 | 6 | 0.3 | -2 | 2 | -1 | -8 | -2
Cc1c(C(=O)N/N=C/c2cccc(O)c2)nnn1-c1nonc1N | -1 | -0.3 | -2 | 0.0 | 9 | -14 | -2 | -1 | 0
CCc1nnc(NC(=O)Cc2ccc(S(=O)(=O)N3CCCCC3)cc2)s1 | . | 3.2 | 1 | -0.1 | 4 | -4 | . | -2 | .
NNC(=O)c1ccc(COc2cccc3ccccc23)cc1 | 5 | 4.8 | 7 | 0.4 | -23 | -20 | -1 | 11 | 2
CCN(CC(=O)Nc1c(F)cccc1F)C(=O)Cc1ccc2c(c1)CCC2 | 2 | -4.2 | -5 | 0.0 | 1 | 3 | 4 | -3 | 3
Cc1ccccc1NC(=O)Oc1cccc(OC(=O)c2ccccc2)c1 | -2 | 2.7 | 0 | 0.1 | 10 | 8 | 2 | -16 | 0
CCOc1ccc(-n2cc(C(=O)c3cc(Cl)ccc3O)cc(C#N)c2=O)cc1 | 11 | 1.3 | -2 | -0.1 | -1 | 2 | 14 | 8 | 3
CCOC(=O)c1ccc2nc(NC(=O)c3ccco3)sc2c1 | 6 | 3.9 | 1 | 0.2 | -2 | 5 | 0 | -3 | 4
CC(=O)Nc1cc(S(=O)(=O)Nc2ccc(C)cc2)c(C)cc1C | -6 | -0.1 | -3 | -0.1 | 7 | -6 | -3 | -2 | 1
COc1ccccc1C(=O)Nc1ccc(S(=O)(=O)N2CCOCC2)cc1 | 3 | -0.3 | 0 | -0.1 | 3 | 0 | -1 | -8 | -1
CCN(CC)CCn1c2c(c(SCC(=O)Nc3nc4ccc(C)cc4s3)nc1=O)CCC2 | 3 | -2.8 | -7 | -0.1 | -2 | 3 | 3 | 11 | -1
O=C(NC1CCN(Cc2ccccc2)C1)c1cc(COc2ccc(F)cc2F)on1 (stereo not given) | 2 | -3.1 | 9 | 0.2 | -3 | 19 | 3 | -12 | 3
CC(=O)OCC(=O)Nc1ccc(SC(F)F)cc1 | -2 | 0.6 | 1 | 0.0 | 6 | -13 | -3 | 8 | -10
CCN(CC)CCNc1cc(C)nc2c1C(=O)C(=O)C=C2N1CCCCC1 | -2 | 3.2 | 1 | 0.0 | 2 | 3 | -21 | 14 | 3
O=C(O)c1cc(C(=O)C2CC2)c[nH]1 | -2 | -0.5 | -1 | 0.0 | 4 | -2 | -6 | 14 | 5
COc1ccc(-c2nn(-c3ccccc3)cc2C(=O)NC(=S)Nc2cc(Cl)ccc2Cl)cc1 | 2 | 0.0 | -3 | 0.0 | -3 | 0 | 2 | -2 | 2
COC(=O)NCC12CC3CC(C1)CC(CNC(=O)OC)(C3)C2 | -4 | -0.4 | 2 | -0.1 | 0 | 7 | -5 | -1 | -2
COc1ccc(-c2noc(CCC(N)=O)n2)cc1OC | 4 | 1.1 | -1 | 0.1 | 1 | -22 | -3 | 3 | -3
CC(C(=O)NC1CCCC1)N(Cc1ccc2c(c1)OCO2)C(=O)c1snc(C(N)=O)c1N (stereo not given) | 1 | 4.1 | -3 | -0.1 | 1 | 8 | -1 | 4 | 1
COc1ccc(N2CCN(C(=O)c3cccc(S(=O)(=O)N4CCCc5ccccc54)c3)CC2)cc1 | . | 2.4 | 2 | 0.1 | 21 | -4 | . | 10 | .
CS(=O)(=O)c1ccc2nc(NC(=O)c3ccco3)sc2c1 | 2 | 0.5 | 0 | 0.3 | -3 | 0 | 4 | -1 | 1
O=C(N/C(=C/c1cccnc1)C(=O)N1CCOCC1)c1ccccc1 | -1 | -0.7 | -6 | 0.0 | -3 | 17 | -4 | 1 | -1

Three structures from above, arranged by SMILES length, low to high.
SMILES | TPT1 inh | PP5 inh | PP1 counter | Efflux pump mplx | LYPLA2 counter | GASC-1 inh | core dimer inh | PREPL inhibitor | Fh CTSL1 inh
O=C(CC1CCCCC1)Nc1ccccc1-c1ccccc1 | -1 | -0.5 | -2 | 0.0 | 5 | -16 | 11 | 1 | 1
CS(=O)(=O)c1ccc2nc(NC(=O)c3ccco3)sc2c1 | 2 | 0.5 | 0 | 0.3 | -3 | 0 | 4 | -1 | 1
COC(=O)NCC12CC3CC(C1)CC(CNC(=O)OC)(C3)C2 | -4 | -0.4 | 2 | -0.1 | 0 | 7 | -5 | -1 | -2

Further results follow.
SMILES | TPT1 inh | PP5 inh | PP1 counter | Efflux pump mplx | LYPLA2 counter | GASC-1 inh | core dimer inh | PREPL inhibitor | Fh CTSL1 inh
Cn1cc([N+](=O)[O-])c(C(=O)N/N=C/c2ccncc2)n1 | 0 | 1.0 | -3 | 0.3 | -5 | -17 | -6 | 2 | -1
O=C(NCCC(=O)N1CCN(S(=O)(=O)c2ccc(F)cc2)CC1)Nc1ccccc1 | . | 0.3 | -2 | -0.1 | 4 | . | . | 10 | .
Cc1nnc(SCC(=O)NNC(=O)CC#N)[nH]c1=O | 3 | 0.0 | -2 | 0.1 | -4 | 9 | -3 | -12 | -2
O=C(Cn1nnc(-c2ccccc2F)n1)Nc1cccc2ncccc12 | 2 | 0.9 | -2 | 0.1 | 3 | 2 | -5 | -2 | -1
COc1ccc(CC(=O)n2[nH]c(=O)cc(C)c2=O)cc1OC | -1 | -1.0 | -2 | 0.0 | 2 | -6 | 1 | 0 | -3
Cc1[nH]c(=O)[nH]c(=O)c1S(=O)(=O)Nc1ccc(S(N)(=O)=O)cc1 | 0 | 1.0 | 2 | 0.2 | 1 | -1 | 0 | 17 | -18
Cc1nnc(NC(=O)CSc2nccn2Cc2ccc(F)cc2)s1 | 2 | 2.5 | -5 | 0.1 | -1 | 9 | 6 | 17 | -3
Cc1ccc(C(=O)NC(C)c2ccc(-n3ccnc3)cc2)c(C)c1 (stereo not given) | -3 | 0.1 | -1 | 0.0 | 3 | -23 | -14 | 11 | -2
Cc1ccc(S(=O)(=O)/N=C(\N)Nc2nc(C)c3ccccc3n2)cc1 | 4 | 2.7 | 1 | 0.4 | -2 | -12 | -5 | 3 | -1
Cc1cccc(-n2nnnc2SCC(=O)NCCN2C(=O)CSC2=O)c1 | -1 | 0.9 | -2 | 0.1 | 4 | -5 | -1 | 6 | 1
COCCNC(=O)CS(=O)Cc1nc(-c2ccc(OC)cc2)oc1C (stereo not given) | 4 | 2.5 | -3 | 0.0 | 4 | 6 | 3 | 11 | -1
CCOc1ccc(Nc2nc(Cc3nnc(SCC(=O)NCc4ccco4)n3CC)cs2)cc1 | 1 | 0.0 | -4 | 0.1 | 1 | 13 | 4 | 28 | -4
COc1cccc(-c2nnc(NC(=O)C(C)C)o2)c1 | -11 | -2.1 | -6 | 0.1 | 2 | 6 | -3 | 4 | -5
O=C(Nc1nnc(Cc2c[nH]c3ccccc23)s1)c1ccc(Cl)cc1Cl | 20 | 3.0 | -1 | 0.0 | -2 | 8 | 5 | 1 | -4
CN1CCCC(C#CC(O)(c2ccccc2)c2ccccc2)C1 (stereo not given) | -1 | 0.7 | -6 | 0.1 | -4 | 14 | -1 | 2 | 0
O=C(NC(Cc1ccc2c(c1)OCO2)C(=O)NC(Cc1ccccc1)C(=O)O)c1ccccc1 (stereo not given) | -3 | 0.5 | -2 | 0.2 | 9 | 47 | -1 | 4 | -4
CC(C)Sc1cc(N2CCCC2)nc(-c2ccccc2Cl)n1 | 1 | 3.7 | -2 | 0.4 | 10 | -2 | -5 | 3 | 2
COc1ccc(OC)c2[nH]c(=O)c(CCNC(=O)Cc3cccs3)cc12 | 3 | 1.9 | 2 | -0.1 | 2 | -2 | 9 | 12 | -2
O=C(O)CCC(=O)N(Cc1ccco1)C1CC(=O)N(c2ccccc2)C1=O (stereo not given) | -4 | -0.7 | -2 | 0.0 | 1 | -10 | -1 | 1 | -1
CCCCn1nc(NC(=O)COC)c2cc3cc(OC)ccc3nc21 | 1 | 0.3 | -3 | -0.1 | 0 | 4 | -2 | 3 | -6
Cc1ccc(-c2nc3ccccc3[nH]2)cc1NC(=O)c1ccc2c(c1)OCO2 | 2 | 1.0 | -1 | 0.0 | -13 | 8 | 3 | 9 | 4
COc1ccc(CN(C)C(=O)c2ccc(OCC(=O)Nc3cccc(C(F)(F)F)c3)c(OC)c2)c(OC)c1 | -4 | 2.7 | -9 | 0.2 | -9 | -9 | 7 | 9 | 0
CC1CCCCN1CCNC(=O)Cn1nc(-c2ccccc2)ccc1=O (stereo not given) | -3 | -5.3 | -10 | 0.1 | 0 | -1 | -4 | 8 | 4
COC(=O)Cc1ccc(NC(=S)Nc2ccccn2)cc1 | -6 | 0.2 | 1 | -0.2 | 1 | 8 | -2 | 24 | 2
Nc1ncccc1C(=O)OCC(=O)NC1CCCCCC1 | . | 0.9 | -3 | -0.1 | 0 | 0 | . | -7 | .
NC1=C([N+](=O)[O-])C(c2ccccc2)C2=C(CCCC2=O)O1 (stereo not given) | 2 | -1.8 | -3 | 0.2 | -5 | 13 | -4 | 15 | 3
O=C(Nc1nccs1)c1ccc(F)c(S(=O)(=O)N2CCOCC2)c1 | 0 | 2.5 | 5 | 0.3 | 6 | 6 | -6 | 5 | 1
CC(=O)Nc1ccc(OS(=O)(=O)c2ccc([N+](=O)[O-])cc2)cc1 | -2 | -0.2 | 0 | 0.0 | -1 | -5 | -6 | 1 | 0
O=C(O)c1ccccc1C(=O)Nn1cnnc1 | -4 | 1.7 | -3 | -0.1 | -1 | -3 | 1 | -5 | 1
Cc1cc2sc(C(=O)O)c(C)c2s1 | 0 | 0.9 | -1 | 0.1 | 6 | 13 | 2 | -5 | 2
COc1ccc(CNC(=O)CN2C(=O)C3CCCN3c3ncc(Cl)cc32)cc1 (stereo not given) | 15 | 0.5 | 11 | 0.3 | -12 | -1 | 11 | -7 | 0
COc1ccc(C(=O)COC(=O)CCC(=O)c2cccs2)cc1 | 2 | 1.8 | 0 | 0.1 | 1 | -12 | -7 | 6 | -49
Brc1ccc(NC2=Nc3ccccc3CC2)cc1 | 0 | -0.4 | -2 | 0.3 | -11 | -6 | 2 | 5 | 5
